From PubChem BioAssay
SMN2 splice up: enhancers of SMN2 splice variant expression. 210,000 tested, 2.8% active. Potency, µM (doses to about 46.1 µM), inactives show top-dose activity change, positive = activation, actives largely listed as activators. HEK293 SMN2-luciferase splicing reporter, luminescence, 30-36 h; further: % of control where 0% means no effect; nearly all actives have a fitted effect of over 55% in size
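HEK293 cells carry an SMN2 minigene-luciferase reporter in which exon 7 inclusion puts luciferase in frame. Cells were seeded at 2000 cells/well, attached for 10-12 hours, then exposed to compounds for 30-36 hours at 37C before ONE-Glo luminescence.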
RECQ1 inh: inhibitors of human RECQ1 DNA helicase | RECQ1 DNA unwinding, red fluorescence kinetic read | P46063 | AID 2549 | Potency, µM (top dose mostly 57.3 µM), inactives show at the top dose activity, negative = inhibition, most hits filed as inhibitors | 240,000 tested, 0.54% active;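 further: plate controls were vehicle for no effect and no enzyme for full effect; nearly all actives have a fitted effect of over 30% in size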
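RECQ1T1 50 nM; forked duplex (20 bp + 30-nt ss tails) 200 nM, ATP 2 mM final; pH 8.0, 2 mM MgCl2, 2.5 ug/ml poly(dI-dC); 15 min compound preincubation; discontinuous kinetic read over 2 h at RT.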
L3MBTL1 inh: L3MBTL1 (human) inhibition | Potency, µM (doses to about 57.1 µM), for the others: at the highest dose activity, negative = inhibition, most hits filed as inhibitors | Q9Y468 | AlphaScreen L3MBTL1–H3K9me1 peptide binding | 230,000 tested, 0.66% active; further: on the % scale 0 is the no-effect control and ±100 the full control effect; nearly all actives have a fitted effect of over 60% in size
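Displacement of a biotinylated histone H3(1-15) peptide monomethylated at Lys9 (75 nM) from L3MBTL1 (50 nM) was measured by AlphaScreen after a 30 min room-temperature compound incubation; cefsulodin titration served as intraplate control.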
Luc counter: counter-screen: inhibitors of Kinase-Glo firefly luciferase | Q27757 | Potency, µM (titrated, usually from 38.3 µM), without a hit: at the top dose activity change, negative = inhibition, most hits filed as inhibitors | 200,000 tested, 0.28% active | Kinase-Glo luciferase, ATP luminescence, 8 min; further: on the % scale 0 is the no-effect control and ±100 the full control effect; nearly all actives have a fitted effect of over 60% in size
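Recombinant Kinase-Glo luciferase, 10 uM ATP (linear range), luciferin; imidazole pH 7.2 / KCl / MgCl2 / Tween / BSA buffer; 8 min RT; luminescence.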
Tau fibril ThT: blocks human tau fibril formation measured by thioflavin T; P10636; recombinant tau K18 P301L (four-repeat tau fragment), heparin-induced fibrillization, ThT fluorescence; Potency, µM (series often up to 57.4 µM), for the others: at the highest dose activity, negative = inhibition, hits mostly inhibitors; 270,000 tested, 2.1% active; AID 1460; further: on the % scale 0 is the no-effect control and ±100 the full control effect; nearly all actives have a fitted effect of over 55% in size
Target sequence (P10636 561-689 P618L limits assumed): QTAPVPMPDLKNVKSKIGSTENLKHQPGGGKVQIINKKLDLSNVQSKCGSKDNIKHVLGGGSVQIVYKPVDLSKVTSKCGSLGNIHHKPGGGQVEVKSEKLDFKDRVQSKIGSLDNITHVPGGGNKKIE
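Tau K18 P301L fragment (15 uM unlabeled plus 0.24 uM Alexa 594-labeled) in 100 mM sodium acetate pH 7 with compound, fibrillization induced by 20 uM heparin for 6 hr at 37 C. Thioflavin T (30 uM) added, fluorescence read after 1 hr (ex 450, em 510 nm).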
KDM4E inh: blocks human JMJD2E demethylase activity | B2RXH2 | JMJD2E catalytic domain, FDH-coupled NADH fluorescence (FDH is formaldehyde dehydrogenase) | Potency, µM (series often up to 57.1 µM), inactives show at the top dose activity change, negative = inhibition, actives largely listed as inhibitors | 230,000 tested, 1.6% active; active means well fitted inhibition curve with a large enough effect, not every such curve was filed as active; inconclusive means small, poorly fitted or top-dose-only effect, or another doubt; inactive means no such curve, though single readings can be large or run the other way;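 further: 0% = wells with enzyme and -100% = buffer wells without enzyme; nearly all actives have a fitted effect of over 50% in size; many of its hits are not listed in these tables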
Target sequence (B2RXH2 1-337 limits assumed): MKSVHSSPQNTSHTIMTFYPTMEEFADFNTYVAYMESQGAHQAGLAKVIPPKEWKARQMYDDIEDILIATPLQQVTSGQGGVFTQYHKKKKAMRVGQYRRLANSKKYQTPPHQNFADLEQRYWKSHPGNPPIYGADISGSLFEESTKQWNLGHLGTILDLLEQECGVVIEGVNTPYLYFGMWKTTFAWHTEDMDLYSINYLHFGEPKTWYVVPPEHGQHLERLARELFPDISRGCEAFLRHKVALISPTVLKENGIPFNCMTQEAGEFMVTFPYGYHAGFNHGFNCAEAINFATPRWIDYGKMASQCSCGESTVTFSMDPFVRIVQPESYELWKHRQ
LMNA splice mod: changes lamin A minigene splicing in HeLa cells; HeLa LMNA splicing GFP/RFP minigene ratio, 48 h; Potency, µM (series often up to 46.1 µM), for inactives: at the top dose ratio change, negative = inhibition, hits mostly inhibitors; 200,000 tested, 0.01% active; AID 1487; active means well fitted inhibition curve with a large enough effect in the signal ratio, with a control signal flat, not every such curve was filed as active; inconclusive means small, poorly fitted or top-dose-only effect, or effect the other way, or a change in a side signal; the % refers to the signal ratio; further: on the % scale 0 is the no-effect control and ±100 the full control effect
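S3 HeLa cells stably expressing lamin A-EGFP splicing minigene plus DsRed2, 600 cells/well, 48 h compound exposure at 37C. Laser-scanning cytometry; analysed as GFP (500-530 nm)/RFP (575-640 nm) total intensity ratio; 0.5% DMSO vehicle.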
ALDH1A1 inh: inhibitors of human aldehyde dehydrogenase 1A1 | P00352 | Purified ALDH1A1, NADH fluorescence, propionaldehyde substrate | Potency, µM (series often up to 75.3 µM), for inactives: at the top dose activity, negative = inhibition, usual class: inhibitors | 220,000 tested, 7.3% active | AID 1030; active means well fitted inhibition curve with a large enough effect, not every such curve was filed as active; inconclusive means small, poorly fitted or top-dose-only effect, or another doubt; inactive means no such curve, though single readings can be large or run the other way;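 further: plate controls were no enzyme wells and a reference inhibitor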
Target sequence (P00352 whole entry, looked up): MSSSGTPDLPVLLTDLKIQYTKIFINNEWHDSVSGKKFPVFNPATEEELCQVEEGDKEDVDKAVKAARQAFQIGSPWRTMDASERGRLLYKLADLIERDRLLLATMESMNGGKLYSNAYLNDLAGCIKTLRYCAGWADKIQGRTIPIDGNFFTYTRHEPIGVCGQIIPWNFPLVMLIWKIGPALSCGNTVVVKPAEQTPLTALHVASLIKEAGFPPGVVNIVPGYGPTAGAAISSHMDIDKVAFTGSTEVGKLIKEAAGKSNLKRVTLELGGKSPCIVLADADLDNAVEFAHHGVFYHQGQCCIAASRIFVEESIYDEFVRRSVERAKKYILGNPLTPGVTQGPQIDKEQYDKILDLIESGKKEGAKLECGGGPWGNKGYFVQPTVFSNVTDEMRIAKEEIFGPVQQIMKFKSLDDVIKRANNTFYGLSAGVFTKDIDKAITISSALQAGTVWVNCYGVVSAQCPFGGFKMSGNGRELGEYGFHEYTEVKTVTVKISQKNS
An asterisk follows results filed as active; & = joins results of further samples; [ ] = remark or other dose. Unless noted, the call rests on the fitted dose curve; in most records, active means well fitted curve in the direction sought with a large enough effect; inconclusive means small, poorly fitted or top-dose-only effect, or another doubt; inactive means no such curve, though single readings can be large; an effect the other way counts as inactive or inconclusive. Potency means the concentration at half of the fitted maximal effect.

Results for O=C(Nc1ccc(Cl)c(Cl)c1)c1ccc(Cn2c(=O)[nH]c3ccsc3c2=O)cc1 ?
SMN2 splice up: -15%; RECQ1 inh: -9%; L3MBTL1 inh: -3%; Luc counter: -3%; Tau fibril ThT: 1%; KDM4E inh: -14%; LMNA splice mod: 10%; ALDH1A1 inh: 1%

How did COC(=O)[C@H](CCSC)NC(=O)Nc1ccc(C(C)C)cc1 do in these assays?
SMN2 splice up: 1%; RECQ1 inh: inactive; L3MBTL1 inh: 5%; Luc counter: 1%; Tau fibril ThT: 0%; KDM4E inh: 6%; LMNA splice mod: 7%; ALDH1A1 inh: -1%

How did Cc1ccccc1-c1cncnc1NC1CCNCC1 do in these assays?
SMN2 splice up: 5%; RECQ1 inh: -12%; Luc counter: 0%; Tau fibril ThT: -2%; KDM4E inh: -16%; LMNA splice mod: 2%; ALDH1A1 inh: 2%

Results for CC(C)CCNC(=O)c1nnc(Cc2ccc(Cl)cc2)o1 ?
SMN2 splice up: -1%; RECQ1 inh: -2%; Luc counter: 0%; Tau fibril ThT: 3%; KDM4E inh: 2%; LMNA splice mod: 1%; ALDH1A1 inh: 12%

Results for CCCOc1nc2ccccc2cc1/C=C/C(=O)O ?
SMN2 splice up: 7%; RECQ1 inh: 0%; L3MBTL1 inh: 10%; Luc counter: -3%; Tau fibril ThT: -13%; KDM4E inh: inconclusive; LMNA splice mod: 5%[46 µM]; ALDH1A1 inh: inconclusive

Results for Cc1cc(OCC(=O)Nc2ccccc2F)nc(C(C)C)n1 ?
SMN2 splice up: 30%; RECQ1 inh: inactive; Luc counter: 2%; Tau fibril ThT: 4%; KDM4E inh: 6%; LMNA splice mod: -4%; ALDH1A1 inh: 5%

How did CC(=O)c1c(C)[nH]c(C(=O)OCC(=O)Nc2cc(S(=O)(=O)N3CCCC3)ccc2Cl)c1C do in these assays?
SMN2 splice up: -32%[inhibitor]; RECQ1 inh: -8%; L3MBTL1 inh: 2%; Luc counter: 5%; Tau fibril ThT: 2%; KDM4E inh: 6%; LMNA splice mod: inconclusive; ALDH1A1 inh: 9%

Results for CCOC(=O)C(=NCCOC)NNc1cc(Cl)ccc1Cl ?
SMN2 splice up: -8%; RECQ1 inh: -4%; L3MBTL1 inh: -8%; Luc counter: 8%; Tau fibril ThT: inconclusive; KDM4E inh: 2%; LMNA splice mod: -1%; ALDH1A1 inh: inconclusive

Results for CC(=Nc1ccc(O)cc1)c1sc2ccccc2c1O ?
SMN2 splice up: 10µM*; RECQ1 inh: 15%; L3MBTL1 inh: -7%; Luc counter: -2%; Tau fibril ThT: 4.5µM*; KDM4E inh: inconclusive; LMNA splice mod: inconclusive; ALDH1A1 inh: -6%

What do the screens show for `c1ccc2c(c1)OCC(CNc1ncnc3nc[nH]c13)O2` (stereo unspecified)?
SMN2 splice up: -55%[inhibitor]; RECQ1 inh: -3%; L3MBTL1 inh: 15%; Luc counter: -1%; Tau fibril ThT: -12%; KDM4E inh: -4%; LMNA splice mod: inconclusive; ALDH1A1 inh: 1%

Results for Cn1c(SCC(=O)NCc2ccc3c(c2)OCO3)nnc1-c1cccs1 ?
SMN2 splice up: -10%; RECQ1 inh: -6%; L3MBTL1 inh: 8%; Luc counter: -3%; Tau fibril ThT: 9%; KDM4E inh: 5%; LMNA splice mod: 2%; ALDH1A1 inh: 3%

How did Cc1ccc(S(=O)(=O)N2CCC(C(=O)NCc3ccccc3Cl)CC2)cc1 do in these assays?
SMN2 splice up: -10%; RECQ1 inh: -30%; Luc counter: -1%; Tau fibril ThT: 4%&-8%; KDM4E inh: 3%; LMNA splice mod: 8%[46 µM]; ALDH1A1 inh: -13%

How did COC(=O)c1sc2nc(C)nc(SCC(=O)N3CCC(C(=O)O)CC3)c2c1C do in these assays?
SMN2 splice up: 1%; RECQ1 inh: 0%; L3MBTL1 inh: -1%; Luc counter: 1%; Tau fibril ThT: -8%; KDM4E inh: inconclusive; LMNA splice mod: -13%[46 µM]; ALDH1A1 inh: inconclusive

What do the screens show for `CCOC(=O)c1[nH]c2cc3c(cc2c1NC(=O)CN1CCCCC1C)OCO3` (stereo unspecified)?
SMN2 splice up: -7%; RECQ1 inh: -10%; L3MBTL1 inh: -6%; Luc counter: -2%; Tau fibril ThT: -10%; KDM4E inh: inconclusive; LMNA splice mod: 5%; ALDH1A1 inh: inconclusive

Results for CCOc1ccc(NC(=O)CSc2nc3cccnc3n2CCOC)cc1 ?
SMN2 splice up: -23%; RECQ1 inh: -3%; L3MBTL1 inh: -10%; Luc counter: 1%; Tau fibril ThT: -13%; KDM4E inh: -3%; LMNA splice mod: -1%; ALDH1A1 inh: 28µM*

Results for Cc1ccnc(NC(=O)CCCOc2ccccc2)c1 ?
SMN2 splice up: -25%; RECQ1 inh: inactive; L3MBTL1 inh: -8%; Luc counter: 3%; Tau fibril ThT: 7%; KDM4E inh: -4%; ALDH1A1 inh: inconclusive

How did COc1ccc(-c2csc(NC(=O)COC(=O)Cc3ccc(Cl)cc3Cl)n2)cc1 do in these assays?
SMN2 splice up: 11µM*; RECQ1 inh: -2%; L3MBTL1 inh: -3%; Luc counter: 1%; Tau fibril ThT: -13%; KDM4E inh: -7%; LMNA splice mod: -8%; ALDH1A1 inh: 8%

How did CCOC(=O)N1CCC(N2CCN(Cc3ccc(C)o3)C(CCO)C2)CC1 (stereo unspecified) do in these assays?
RECQ1 inh: inactive; L3MBTL1 inh: 3%; Luc counter: 1%; Tau fibril ThT: -6%; KDM4E inh: -1%; LMNA splice mod: 10%[46 µM]; ALDH1A1 inh: 1%

What do the screens show for `CC1(C)N([O-])C2=C(c3ccccc3C2=O)[N+](=O)C1(C)C`?
SMN2 splice up: -13%; RECQ1 inh: -5%; Luc counter: 15%; Tau fibril ThT: -8%; KDM4E inh: 1%; LMNA splice mod: 5%; ALDH1A1 inh: 10%

Results for CCOC(=O)Cc1csc(NC(=O)NC2(C(F)(F)F)Oc3ccccc3O2)n1 ?
SMN2 splice up: -11%; RECQ1 inh: inactive; Luc counter: 1%; Tau fibril ThT: inconclusive; KDM4E inh: inconclusive; LMNA splice mod: -5%; ALDH1A1 inh: -16%

How did CN1CC(=O)NC1=NC(=O)C12CC3CC(CC(C3)C1)C2 do in these assays?
SMN2 splice up: -8%; RECQ1 inh: 12%; L3MBTL1 inh: 7%; Luc counter: -1%; Tau fibril ThT: 0%; KDM4E inh: -2%; LMNA splice mod: 1%; ALDH1A1 inh: -4%

What do the screens show for `Cc1onc(-c2ccccc2Cl)c1C(=O)OCC(=O)c1ccccc1`?
SMN2 splice up: 8%; RECQ1 inh: -17%; Luc counter: 16%; Tau fibril ThT: -18%; KDM4E inh: -4%; LMNA splice mod: inconclusive; ALDH1A1 inh: inconclusive

What do the screens show for `C#CCNC(=O)C1=C[C@H](C2CCCCC2)C[C@H](OCCCCO)O1`?
RECQ1 inh: inconclusive; L3MBTL1 inh: -4%; Tau fibril ThT: -16%; KDM4E inh: -8%; ALDH1A1 inh: -6%

What do the screens show for `Cc1ccc(C(=O)OCCc2sc[n+](Cc3ccccc3)c2C)cc1`?
RECQ1 inh: -2%; L3MBTL1 inh: 9%; Tau fibril ThT: -8%; KDM4E inh: 7%; LMNA splice mod: inconclusive; ALDH1A1 inh: 3%

What do the screens show for `CN(Cc1cnccn1)C(=O)CC1C(=O)NCCN1CC(c1ccccc1)c1ccccc1` (stereo unspecified)?
RECQ1 inh: inactive; L3MBTL1 inh: 2%; Tau fibril ThT: -7%; KDM4E inh: -7%; ALDH1A1 inh: 0%

Results for O=C(CSc1nnc(CNC(=O)c2cccs2)o1)c1ccc(Cl)cc1 ?
SMN2 splice up: 1%; RECQ1 inh: -13%; Luc counter: 1%; Tau fibril ThT: -12%; KDM4E inh: -5%; LMNA splice mod: -18%; ALDH1A1 inh: -7%

How did COC(=O)c1ccc(Cl)c(NC(=O)CN2CCOCC2)c1 do in these assays?
SMN2 splice up: -8%; RECQ1 inh: -16%; L3MBTL1 inh: 13%; Luc counter: -1%; Tau fibril ThT: 2%; KDM4E inh: 5%; LMNA splice mod: 9%; ALDH1A1 inh: -20%

What do the screens show for `O=C(NC1(C(F)(F)F)N=C2SCCN2C1=O)c1cccnc1` (stereo unspecified)?
SMN2 splice up: -8%; RECQ1 inh: inconclusive; L3MBTL1 inh: 10%; Luc counter: 4%; Tau fibril ThT: -7%; KDM4E inh: -7%; LMNA splice mod: 7%; ALDH1A1 inh: 7%

Results for C/C=C(\C)C(=O)NNC(=O)c1sc(-c2ccccc2)nc1C ?
RECQ1 inh: -13%; L3MBTL1 inh: -4%; Tau fibril ThT: -1%; KDM4E inh: -3%; ALDH1A1 inh: 3%

What do the screens show for `CCOc1cc(/C=N\NC(=O)c2ccc(NC(=O)CC)cc2)ccc1OC(=O)c1ccccc1`?
SMN2 splice up: -24%; RECQ1 inh: inactive; L3MBTL1 inh: -3%; Luc counter: 7%; Tau fibril ThT: -19%; KDM4E inh: -2%; LMNA splice mod: 4%; ALDH1A1 inh: 6%

How did CCCCCOC(=O)CSc1nc2c(c(=O)[nH]c(=O)n2C)n1Cc1ccc(Cl)cc1 do in these assays?
SMN2 splice up: 9%; RECQ1 inh: 0%; L3MBTL1 inh: -8%; Luc counter: 3%; Tau fibril ThT: -11%; KDM4E inh: -5%; LMNA splice mod: -9%; ALDH1A1 inh: inconclusive

Results for O=S(=O)([O-])CCC[n+]1c(/C=C\Nc2ccccc2)oc2ccc(-c3ccccc3)cc21 ?
SMN2 splice up: -2%; RECQ1 inh: inactive; L3MBTL1 inh: inconclusive; Luc counter: 4%; Tau fibril ThT: inconclusive; KDM4E inh: -5%; ALDH1A1 inh: -8%

Some of the compounds tested; the hit share may differ from the screen's.
